AMA1-RON2 inh: inhibitors of Plasmodium falciparum AMA1-RON2 interaction; Potency, µM (series often up to 58.2 µM), inactives show at the top dose activity change, negative = inhibition, usual class: inhibitors; 360,000 tested, 0.2% active; AlphaScreen AMA1-biotinylated RON2 peptide binding; AID 720542;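 further: potency means the concentration at half of the fitted maximal effect; 0% = vehicle wells and -100% = peptide control; nearly all actives have a fitted effect of over 45% in size; some results filed as inactive show a strong effect at the top dose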
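AMA1 (3D7) with his tag at 25 nM final met compounds first, then biotinylated RON2 peptide at 25 nM; detection used donor plus acceptor beads, 10 µg/mL apiece, read by AlphaScreen after 30 min at room temperature.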
AmpC no deterg: AmpC beta-lactamase inhibition without detergent; AmpC nitrocefin hydrolysis, absorbance 480 nm, 0.0001% Triton; Potency, µM (doses to about 57.1 µM), for inactives: at the highest dose activity change, negative = inhibition, actives largely listed as inhibitors; 330,000 tested, 0.52% active;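 further: potency means the concentration at half of the fitted maximal effect; plate controls were no compound for no effect and no enzyme for full effect; nearly all actives have a fitted effect of over 20% in size; some results filed as inactive show a strong effect at the top dose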
Target sequence (P00811 whole entry, looked up): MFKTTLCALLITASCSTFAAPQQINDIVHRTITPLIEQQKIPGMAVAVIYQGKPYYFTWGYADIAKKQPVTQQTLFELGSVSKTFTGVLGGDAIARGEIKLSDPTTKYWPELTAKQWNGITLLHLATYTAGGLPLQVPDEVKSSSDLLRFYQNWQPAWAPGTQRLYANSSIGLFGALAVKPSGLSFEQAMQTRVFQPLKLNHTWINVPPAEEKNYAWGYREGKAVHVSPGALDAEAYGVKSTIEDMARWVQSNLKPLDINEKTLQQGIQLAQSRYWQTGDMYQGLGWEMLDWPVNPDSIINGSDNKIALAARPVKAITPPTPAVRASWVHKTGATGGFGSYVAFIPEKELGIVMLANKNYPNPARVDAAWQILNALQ
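20 mM phosphate pH 7.0 + 0.01% (detergent screen) or 0.0001% Triton X-100; 5.3 nM AmpC reagent; cpd preinc 15 min RT; nitrocefin (800 uM stock) to start; A480 q20 s × 4 min; Activity was normalised to no-enzyme and no-compound control wells.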
Shiga toxin inh: inhibitors of Shiga toxin in Vero cells; 290,000 tested, 9.2% active; inhibition, % at 38.7 µM; Vero cells, Shiga toxin protein synthesis inhibition reporter; AID 2315; in the data active means inhibition mostly above about 28%, no sharp cut-off; inactive means mostly below about 43%; further: 0% is about no effect
Giardia FBPA inh: Giardia lamblia aldolase inhibition; A8B2U2; purified Giardia FBPA; Potency, µM (highest dose often 59.6 µM), without a hit: at the highest dose activity, negative = inhibition, actives largely listed as inhibitors; 290,000 tested, 0.71% active; AID 2451; further: potency means the concentration at half of the fitted maximal effect; on the % scale 0 is the no-effect control and ±100 the full control effect; nearly all actives have a fitted effect of over 55% in size
Target sequence (A8B2U2 whole entry, looked up): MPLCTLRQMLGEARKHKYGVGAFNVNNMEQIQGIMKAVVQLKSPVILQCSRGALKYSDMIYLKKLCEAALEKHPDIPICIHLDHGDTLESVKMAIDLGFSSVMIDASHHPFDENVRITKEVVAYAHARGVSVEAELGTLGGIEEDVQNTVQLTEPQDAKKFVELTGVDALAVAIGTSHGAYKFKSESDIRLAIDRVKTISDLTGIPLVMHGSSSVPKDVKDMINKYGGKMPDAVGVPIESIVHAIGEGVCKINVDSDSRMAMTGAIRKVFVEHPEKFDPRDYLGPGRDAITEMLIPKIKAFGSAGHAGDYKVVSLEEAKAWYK
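Giardia FBPA (40 nM reagent) was preincubated 10 min at RT with compound (up to 57.5 uM final), then substrate plus GAPDH/TPI/NAD/arsenate coupling system with diaphorase/resazurin was added; resorufin fluorescence (525/598 nm) was read after 20 min.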
AmpC detergent: inhibitors of E. coli AmpC beta-lactamase with detergent; P00811; AmpC hydrolysis of nitrocefin, absorbance 480 nm, 0.01% Triton; Potency, µM (doses to about 114 µM), without a hit: top-dose activity change, negative = inhibition, usual class: inhibitors; 370,000 tested, 0.041% active;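 further: potency means the concentration at half of the fitted maximal effect; 0% = no-compound wells and -100% = no-enzyme wells; nearly all actives have a fitted effect of over 25% in size; some results filed as inactive show a strong effect at the top dose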
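AmpC (5.3 nM in the dispensed reagent) in 20 mM phosphate pH 7.0 with 0.01% (detergent screen) or 0.0001% Triton X-100 was preincubated with compounds for 15 min at room temperature. Nitrocefin was then added from an 800 uM solution, and hydrolysis was followed at 480 nm.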
Cycloheximide cs: counter-screen hit for Shiga toxin inhibitors, cycloheximide; AID 2314; cell reporter, cycloheximide protein synthesis inhibition counterscreen; max response, %; 300,000 tested, 12% active; in the data active means max response mostly above about 13%, no sharp cut-off; inactive means mostly below about 14%; further: read at 38.3 µM for the half of the compounds with a filed dose; 0% is about no effect
HCMV antiviral: blocks human cytomegalovirus replication | activity change, negative = inhibition, % at 57.5 µM | HFF cells, HCMV-luciferase reporter, 72 h; hits give low values | 410,000 tested, 4.5% active; in the data active means activity change below about -60%; inconclusive means no clear call, values can overlap the other calls; inactive means above about -39%; further: on the % scale 0 is the no-effect control and ±100 the full control effect
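Screen run at 2 compound doses on HFFs infected with reporter HCMV, MOI 1 PFU/cell. Luciferase activity from cell lysates at 72 h post infection gave inhibition relative to buffer-only and Salinomycin wells.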
* = called active by the depositor; ? = inconclusive; · = not tested or not shown; [ ] = another dose, or the depositor's remark. Unless noted, the call rests on the fitted dose curve; in most records, active means well fitted curve in the direction sought with a large enough effect; inconclusive means small, poorly fitted or top-dose-only effect, or another doubt; inactive means no such curve, though single readings can be large; an effect the other way counts as inactive or inconclusive.

SMILES	AMA1-RON2 inh	AmpC no deterg	Shiga toxin inh	Giardia FBPA inh	AmpC detergent	Cycloheximide cs	HCMV antiviral
O=C(Cc1c(O)c2ccccc2[nH]c1=O)N(Cc1ccccc1)Cc1ccccc1	33%[activator]	-8%	-8	26%	-2%	4	51
CNc1nc2c(C)cccn2c(=O)c1C=Nc1ccc(OC)cc1	-8%	-12%	-4	-16%	-7%	5	7
CC(=O)Nc1cccc(NC(=O)CSc2nnc3ccc(-c4ccccn4)nn23)c1	1%	-24%	·	·	-15%	·	-15
CCCn1c(N2CCN(CC(=O)c3c[nH]c4ccccc34)CC2)nc2c1c(=O)[nH]c(=O)n2C	-13%	68%[activator]	-5	-9%	-10%	-1	58
COCCN1C(=O)C(=O)/C(=C(/O)c2ccc(S(=O)(=O)N3CCCCC3)cc2)C1c1ccc(OC)cc1 (stereo not given)	9%	-17%	-9	6%	?	-1	-23
O=C(O)CCC(=O)NNC(=O)CCC(=O)Nc1ccccc1	65%[activator]	16%	12	0%	-5%	1	5
Cc1cc(C)c(C)c(Cn2c(CO)nc3ccccc32)c1C	-9%	65%[activator]	-6	-20%	-11%	-6	?
CCOC(=O)C1=C(C)C(c2ccccc2)NC(=S)N1 (stereo not given)	-6%	-29%	-19	3%	-10%	-2	49
C/C(=N\NC(=O)c1ccccc1O)C1CC1	-9%	26%	66*	6%	-9%	19	47
CC(C)N(Cc1cc2ccccc2[nH]c1=O)C(=O)C(C)(C)C	-9%	-6%	-9	5%	?	-1	-8
COC(=O)c1ccc(-c2noc(CN(C)CCC3CCCCO3)n2)cc1 (stereo not given)	-9%	-49%	31	18µM*	?	16*	13
COc1ccc(CCc2nc(-c3ccc(-n4cccc4)cc3)no2)cc1	7%	-16%	-8	4%	-11%	-3	-16
O=C(O)c1cccc(S(=O)(=O)Nc2ccc(-c3ccccc3)cc2)c1	-2%	-26%	·	·	·	·	20
Cc1ccc(NNC(=O)c2snnc2C)cc1Cl	-18%	-26%	22	0%	-6%	16	26
Cc1c(C(=O)N2CCN(Cc3ccccc3)CC2)oc2c1C(=O)CC(C)(C)C2	0%	98%[activator]	7	·	-1%	5	?
CC(C)NC(=O)CSc1nc2ccccc2c(=O)n1CCCOC(C)C	1%	15%	30	-1%	-1%	-4	-13
CCN(CC(=O)Nc1ccc2c(c1)OCCO2)C(=O)CC1CCCC1	13%	-9%	-15	-16%	-7%	-2	-8
C=CCc1cccc2cc(C(=O)NC(C)(C)C)c(=O)oc12	1%	-9%	2	-1%	3%	-1	-9
Cc1ccc(S(=O)(=O)NCCC(c2ccc(F)cc2)c2ccco2)cc1 (stereo not given)	-5%	-6%	-17	0%	-1%	0	-16
O=C(CSc1nnc(CNC(=O)c2ccco2)o1)Nc1ccc(OC(F)(F)F)cc1	0%	7%	0	·	-3%	-3	-25
Cc1ccc(C(=O)CC2(O)C(=O)N(CN3CCOCC3)c3ccccc32)cc1 (stereo not given)	7%	-1%	44*	22%	6%	18*	20
CCOc1ccc(C2N(c3ccc(Cl)cc3)C(=O)C3CCCN32)cc1OC (stereo not given)	-17%	24%	-20	0%	-9%	-2	8
O=C(O)CN1C(=O)/C(=C/c2ccc(SCc3ccccc3)o2)SC1=S	-4%	-18%	-5	20µM*	0%	-1	10
COc1cc(OC)c(OC)cc1/C=N/n1c(C)nc2ccccc2c1=O	-11%	37%	29	13%	-5%	-2	-38
Cc1ccc(NC(=O)CCC(=O)N/N=C/c2ccc(O)cc2O)cc1	95%[activator]	-25%	-3	-24%	-4%	7	60
COc1ccc(NC(=S)N(CCCN2CCOCC2)C(C)c2cc3cccc(OC)c3o2)cc1 (stereo not given)	-23%	159%[activator]	-17	11µM*	10%	13	1
CSc1nc2ccc(NC(=O)NC(=O)c3c(F)cccc3F)cc2s1	0%	-15%	20	1%	6%	17*	11
COc1ccc2c(CC(=O)N3CCc4cc(OC)c(OC)cc4C3)coc2c1	-6%	0%	-4	-1%	-2%	-6	-13
CCc1nc(SCC(=O)Nc2ccc(N(C)C)cc2)c2ccccc2n1	?	40%	-21	-4%	6%	2	-13
CCOC(=O)c1c(NC(=O)CSc2nc3c(c(=O)n(C)c(=O)n3C)n2C(C)C)sc(C)c1C	0%	-4%	-5	5%	0%	-6	·
C#CCOCCOCCOCCNc1nc(N2CCN(C(=O)CCCCCCCCCCNC(=O)Cn3cc(C[C@@H](C)O)nn3)CC2)nc(N2CCN(C(=O)CCCCCCCCCCNC(=O)[C@H](CCCCN)n3cc(CCCC(=O)O)nn3)CC2)n1	-16%	234%[activator]	·	·	-13%	·	-6
C[C@@H]1O[C@@H](OC[C@H]2O[C@@H](Oc3cc(O)c4c(c3)O[C@H](c3ccc(O)c(O)c3)CC4=O)[C@H](O)[C@@H](O)[C@@H]2O)[C@H](O)[C@H](O)[C@H]1O	·	·	-8	-7%	·	-4	·
CCC1CCc2c(sc(NC(=O)c3ccco3)c2C(N)=O)C1 (stereo not given)	-3%	14%	96*	-4%	?	30*	80
COc1ccc(CCCC(=O)N/N=C/c2cccc(OC)c2O)cc1C	68%[activator]	-14%	52*	14%	?	28*	-99*
O=C1CC[C@H](O)CCN1CCSc1ccc(Br)cc1	15%	0%	·	·	4%	·	-5
Nc1nnc(SCc2c(F)cccc2Cl)s1	-1%	-14%	33	0%	-12%	12	20
COc1cccc(CCC(=O)N(C)C2CCCN(Cc3ccccc3F)C2)c1 (stereo not given)	2%	76%[activator]	-6	10%	?	-2	51
Cc1c(NS(=O)(=O)c2ccc(N(C)C3CCCCC3)c([N+](=O)[O-])c2)c(=O)n(-c2ccccc2)n1C	-13%	-14%	-4	2%	-4%	-1	-23
COC(=O)c1cc(NC(=O)CC2Oc3ccccc3NC2=O)cc(C(=O)OC)c1 (stereo not given)	-2%	-17%	-12	6%	-11%	-4	-26
Cc1ccc(N(CC(=O)NC2CCCCC2)C(=O)CCCC(=O)Nc2ccccn2)cc1	3%	49%	-5	4%	-6%	-3	-11

6 of these compounds, reformatted:
Compound | AMA1-RON2 inh | AmpC no deterg | Shiga toxin inh | Giardia FBPA inh | AmpC detergent | Cycloheximide cs | HCMV antiviral
Cc1ccc(S(=O)(=O)NCCC(c2ccc(F)cc2)c2ccco2)cc1 (stereo not given) | -5% | -6% | -17 | 0% | -1% | 0 | -16
O=C(CSc1nnc(CNC(=O)c2ccco2)o1)Nc1ccc(OC(F)(F)F)cc1 | 0% | 7% | 0 | · | -3% | -3 | -25
Cc1ccc(C(=O)CC2(O)C(=O)N(CN3CCOCC3)c3ccccc32)cc1 (stereo not given) | 7% | -1% | 44* | 22% | 6% | 18* | 20
CCOc1ccc(C2N(c3ccc(Cl)cc3)C(=O)C3CCCN32)cc1OC (stereo not given) | -17% | 24% | -20 | 0% | -9% | -2 | 8
O=C(O)CN1C(=O)/C(=C/c2ccc(SCc3ccccc3)o2)SC1=S | -4% | -18% | -5 | 20µM* | 0% | -1 | 10
COc1cc(OC)c(OC)cc1/C=N/n1c(C)nc2ccccc2c1=O | -11% | 37% | 29 | 13% | -5% | -2 | -38

Continuation:
SMILES	AMA1-RON2 inh	AmpC no deterg	Shiga toxin inh	Giardia FBPA inh	AmpC detergent	Cycloheximide cs	HCMV antiviral
COc1cccc2sc(N(CCCN(C)C)C(=O)CCS(=O)(=O)c3ccccc3)nc12	0%	67%[activator]	8	-16%	?	12	?
COc1cc(/C=C/C(=O)OCC(=O)c2ccc[nH]2)cc(OC)c1OC	14%	-16%	·	·	·	·	61
Cc1ccccc1SCC(=O)NC1CCOC1=O (stereo not given)	-2%	-17%	-10	3%	-1%	-2	16
Cc1cccc(-n2c(C)cc(/C=N/O)c2C)c1	-9%	-29%	-3	-7%	-19%	-1	-24
[N-]=[N+]=NC1c2ccccc2C(=O)N1Cc1ccccc1 (stereo not given)	-2%	123%	·	12%	?	-3	44
O=C(CN1CCN(Cc2ccccc2)CC1)Nc1cccc(S(=O)(=O)N2CCCCCC2)c1	-13%	170%[activator]	-17	-1%	6%	-4	-14
Cc1cccc(C)c1NC(=O)CSc1nc(N2CCOCC2)nc(N2CCOCC2)n1	4%	-15%	-33	·	-2%	5	-7
CCCC(C)C(=O)Nc1ccc(C(N)=O)cc1 (stereo not given)	-9%	-7%	1	9%	?	-3	0
O=C(CN1CCCCC1)NNC(=O)c1ccc([N+](=O)[O-])cc1	77%[activator]	-12%	-7	-2%	3%	11	-20
CC(C)NC(=O)c1ccccc1NS(=O)(=O)c1ccc(Br)s1	-1%	-15%	-5	15%	0%	-1	-32
CCOC(=O)[C@H]1[C@H]2COc3cc(OC)ccc3[C@@H]2N2C(=O)N(c3cccc(Cl)c3)C(=O)[C@@]12C	0%	2%	-3	-3%	?	-3	·
C=CCn1cc(C(=O)OC)c(=O)c2cc(S(=O)(=O)N3CCCCCC3)ccc21	8%	29%	37	4%	-2%	2	-1
O=C1CC(=O)C(n2cncn2)C(c2ccc(Cl)cc2Cl)C1 (stereo not given)	-1%	-3%	-10	7%	-10%	-1	·
C=CCNC(=S)Nc1sc2c(c1C(=O)OCC)CCN(C(=O)OCC)C2	37%[activator]	·	24	-10%	-11%	-1	-11
CN(C(=O)COC(=O)Cn1cnc2ccccc21)C1CCCCC1	-15%	-9%	·	·	·	·	-94*
COc1ccc(N2CC(O)=C(c3nc(-c4ccc(Cl)cc4)cs3)C2=N)cc1	-3%	-16%	-10	6%	1%	-5	17
O=[N+]([O-])c1ccc2nc(SCc3cn4ccccc4n3)[nH]c2c1	11%	-31%	-3	-19%	-12%	6	-12
CS(=O)(=O)Nc1ccc(-c2ccc(/C=C3\SC(N)=NC3=O)o2)cc1	-6%	?	-3	9%	?	-2	1
C[C@H](NC(=O)OC(C)(C)C)c1nnc(SCC(=O)Nc2ccc(Br)cc2)o1	0%	-10%	-16	1%	?	-3	1
CCO[C@H]1OC(C(=O)NC2CC2)=C[C@@H](C)[C@@H]1CCCO	15%	0%	-15	5%	10%	-1	-6
Cc1cccc(-c2nc3c(c(SCC(=O)N4CCOCC4)n2)CCCC3)c1	-8%	-16%	-1	2%	?	-3	-2
COc1ccc2c(c1)NC1(O)c3ccccc3C(=O)C21O (stereo not given)	?	-49%	38	8%	?	-2	-9
O=C(O)c1cnc(-c2ccccc2)nc1Oc1ccc(Cl)cc1	13%	-18%	-6	27%	-1%	2	-25
COc1ccc(-c2nn(-c3ccccc3)cc2/C=C/C(=O)N2CCOCC2)cc1OC	-4%	203%[activator]	60	-7%	-8%	0	27
O=[N+]([O-])c1ccc(S(=O)(=O)c2ccccc2)nc1	-2%	-18%	-26	-15%	8%	-10	-98*
COc1ccc(Br)cc1-c1noc(-c2ccncc2)n1	-5%	-13%	-18	-1%	-7%	11	?
Cc1cccc(-c2nnc(NC(=O)c3cccs3)s2)c1	-1%	2%	49	2%	-13%	15	21
Cc1ccccc1N1C(=O)c2ccccc2C1O (stereo not given)	-8%	3%	34	0%	4%	11	0
CCN(CC)c1ccc(C(=C2C=CC(=[N+](CC)CC)C=C2)c2ccccc2)cc1	11µM*	·	-25	18µM*	·	-20	-100*
